Compound activity (PubChem)
Nrf2 inh: inhibitors of Nrf2 signaling; A549 ARE-Fluc reporter, luciferase luminescence, 18-24 h; Potency, µM (top dose mostly 46 µM), inactives show top-dose activity change, negative = inhibition, usual class: inhibitors; hit rate 2.1% among 360,000; AID 504444; also: % is scaled to controls: 0 for no effect and ±100 for the full control effect; nearly all actives have a fitted effect of over 60% in size
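In this cell-based qHTS, ARE-driven firefly luciferase in A549 cells reports Nrf2 activity; the luminescent signal after BugLite lysis is the measured value, with a prior CellTiter-Fluor read for cell health.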
EPAC2 antagonist: blocks human EPAC2 exchange factor; EPAC2 GEF exchange of Rap1B-BODIPY-GDP, fluorescence; hit rate 0.18% among 360,000; Q8WZA2; Potency, µM (top dose mostly 114 µM), for the others: at the highest dose activity, negative = inhibition, hits mostly inhibitors; also: % is scaled to controls: 0 for no effect and ±100 for the full control effect; nearly all actives have a fitted effect of over 45% in size; many of its hits are not listed in these tables
Target sequence (Q8WZA2 whole entry, looked up): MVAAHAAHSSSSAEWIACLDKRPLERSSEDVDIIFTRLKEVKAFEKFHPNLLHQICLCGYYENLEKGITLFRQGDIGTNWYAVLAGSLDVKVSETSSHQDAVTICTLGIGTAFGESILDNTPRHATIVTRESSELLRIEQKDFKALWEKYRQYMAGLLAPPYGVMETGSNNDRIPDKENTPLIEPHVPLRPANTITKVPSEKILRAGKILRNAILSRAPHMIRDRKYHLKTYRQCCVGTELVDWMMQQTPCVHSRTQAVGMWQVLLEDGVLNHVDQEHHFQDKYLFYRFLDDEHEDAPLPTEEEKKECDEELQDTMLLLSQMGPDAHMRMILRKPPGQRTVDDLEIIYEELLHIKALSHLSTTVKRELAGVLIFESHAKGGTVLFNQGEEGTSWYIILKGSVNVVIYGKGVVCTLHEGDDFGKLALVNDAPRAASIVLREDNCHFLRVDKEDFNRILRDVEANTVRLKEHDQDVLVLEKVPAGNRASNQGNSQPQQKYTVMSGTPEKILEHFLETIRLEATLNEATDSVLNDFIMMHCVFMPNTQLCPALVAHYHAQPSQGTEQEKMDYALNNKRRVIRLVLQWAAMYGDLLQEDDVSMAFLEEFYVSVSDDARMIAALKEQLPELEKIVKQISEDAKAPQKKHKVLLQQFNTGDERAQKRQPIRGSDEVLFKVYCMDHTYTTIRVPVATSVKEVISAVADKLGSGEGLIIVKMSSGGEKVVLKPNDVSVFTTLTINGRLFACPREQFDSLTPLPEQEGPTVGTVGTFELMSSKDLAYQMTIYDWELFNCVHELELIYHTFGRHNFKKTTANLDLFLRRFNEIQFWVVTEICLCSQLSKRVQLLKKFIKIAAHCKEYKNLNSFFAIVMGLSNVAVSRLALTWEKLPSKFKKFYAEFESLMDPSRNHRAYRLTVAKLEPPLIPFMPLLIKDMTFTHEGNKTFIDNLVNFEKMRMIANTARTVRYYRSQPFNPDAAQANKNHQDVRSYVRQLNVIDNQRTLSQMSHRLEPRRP
ATXN2 expr inh: reduces ATXN2 reporter expression in HEK-293 cells | HEK-293 ATXN2-luciferase reporter, luminescence, 24 h | hit rate 0.72% among 360,000 | Potency, µM (doses to about 57 µM), without a hit: at the top dose activity change, negative = inhibition, usual class: inhibitors; also: % is scaled to controls: 0 for no effect and ±100 for the full control effect; nearly all actives have a fitted effect of over 55% in size
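ATXN2-luciferase reporter cells (luciferase flanked by upstream and downstream ATXN2 gene portions) were treated 24 h at 37 °C with compounds at up to 57 uM. SteadyGlo luminescence gave expression; GF-AFC fluorescence gave viability.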
MCF10A rereplic: inducers of DNA re-replication in MCF 10A breast cells; MCF 10A DNA re-replication, Hoechst nuclear intensity, 48 h; Potency, µM (titrated, usually from 46.1 µM), inactives show at the top dose activity, positive = re-replication, most hits filed as activators; hit rate 2.9% among 350,000; also: % of control where 0% means no effect; nearly all actives have a fitted effect of over 50% in size
ATXN viability: reduces viability in counter-screen for ATXN expression inhibitors | S2 cells (HEK-293 line with an ATXN2-luciferase reporter) viability, CellTiter-Fluor protease fluorescence, 24 h | Potency, µM (top dose mostly 56.7 µM), most hits filed as cytotoxic | hit rate 0.49% among 400,000 | AID 651635; also: nearly all actives have a fitted effect of over 40% in size
A549 viability: A549 cytotoxicity, counter-screen for Nrf2 inhibitors | AID 504648 | hit rate 0.16% among 390,000 | A549 ARE-Fluc cells, CellTiter-Fluor viability, 18-24 h | Potency, µM (titrated, usually from 46 µM), without a hit: at the top dose activity change, negative = cytotoxicity, actives largely listed as inhibitors; also: % is scaled to controls: 0 for no effect and ±100 for the full control effect
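A549 ARE-Fluc cells in 5% FBS OPTI-MEM, 5000 cells/well, rested 2 h then exposed to compounds in concentration-response for 18-24 h at 37 °C. Viability by CellTiter-Fluor fluorescence (Ex 405/Em 525) after 30 min; luciferase luminescence (BugLite, 15 min, RT) read afterwards.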
Nrf2 ARE act: activators of Nrf2 (ARE) signaling | Potency, µM (doses to about 46.1 µM), inactives show at the highest dose activation, usual class: activators | hit rate 0.31% among 410,000 | AREc32 ARE-luciferase reporter (MCF7-derived line), luminescence, 24 h | AID 624171; also: % of control where 0% means no effect; nearly all actives have a fitted effect of over 65% in size
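AREc32_Fluc, 1000 cells/well, OPTI-MEM + 5% FBS, o/n 37 deg C 5% CO2; 23 nL cpd by pin tool, 24 hr; Steady-Glo 30 min RT, luminescence.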
TGFb inhibitor: inhibitors of TGF-b signaling; HepG2 CAGA-GFP TGF-b/SMAD3 reporter, GFP fluorescence, 18 h; TGF-beta stimulated, 500 pg/mL final; Potency, µM (highest dose often 46.1 µM), inactives show at the top dose activity, negative = inhibition, most hits filed as inhibitors; hit rate 1.2% among 410,000; also: % is scaled to controls: 0 for no effect and ±100 for the full control effect; nearly all actives have a fitted effect of over 65% in size
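Smad-responsive CAGA-GFP expression was quantified in HEPG2 cells exposed to compounds and 500 pg/mL final TGF-beta for 18 h at 37 degrees C; unstimulated wells defined full inhibition.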
HepG2 viability: kills HepG2 cells in TGF-b inhibitor counter-screen | HepG2 CAGA-GFP viability, ATP luminescence, 18 h | Potency, µM (highest dose often 46.1 µM), without a hit: at the highest dose activity change, negative = cytotoxicity, actives largely listed as cytotoxic | hit rate 0.76% among 410,000; also: some results filed as inactive show a strong effect at the top dose
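CellTiter-Glo luminescence gave cytotoxicity after 18 hours at 37 degrees C. The cells were HepG2 CAGA-GFP in 1% FBS DMEM, stimulated with 500 pg/mL TGF-beta after compound addition. %Activity was normalised to no-cell wells (complete cell-killing) and DMSO (no toxicity), and curves were fitted and classified.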
An asterisk follows results filed as active; i = inactive; ? = inconclusive; . = not tested or not shown; & = joins results of further samples; [ ] = dose if it differs, or a comment. Calls follow the shape of the dose curve; as a rule, active = well fitted curve in the direction sought with a large enough effect; inconclusive = small, poorly fitted or top-dose-only effect, or another doubt; inactive = no such curve, though single readings can be large; an effect the other way counts as inactive or inconclusive. Potency is read from the fitted curve at half-maximal effect. These rows are one share of the data, so the mix of outcomes need not match the whole.

SMILES	Nrf2 inh	EPAC2 antagonist	ATXN2 expr inh	MCF10A rereplic	ATXN viability	A549 viability	Nrf2 ARE act	TGFb inhibitor	HepG2 viability
O=C(CC1CCCC1)NCCS(=O)(=O)N1CCN(c2ccccc2F)CC1	-1.9%	2.2%	-8.1%	-0.9%	i	5.5%	2.0%	-8.3%	-4.3%
COc1ccc(CNc2ncnc3c2c(-c2ccccc2)cn3-c2ccccc2)cc1	.	.	1.2%	.	i	1.5%	6.7%	-5.0%	-2.6%
COc1ccccc1OCCNC(=O)c1ccccc1C	11.8%	4.1%	4.3%	-0.8%	i	-20.6%	0.6%	-10.5%	-3.7%
O=C(CCc1nc(-c2ccccc2Cl)no1)NC1CCCC1	-4.3%	-1.4%	-1.1%	0.5%	i	0.3%	-0.3%	-0.7%	-7.5%
COCCNCC#CCOc1ccc(OC)cc1	15.4%	-6.7%	5.2%	?	i	-0.2%	-0.4%	3.7%	-6.0%
COc1ccc(CC(=O)Nc2ccc(-c3noc(COc4ccccc4C)n3)cc2)cc1	?	-3.0%	-13.3%	10.7%	i	-19.4%	0.7%	-3.1%	-6.9%
CC(C)C(C)(C#N)NC(=O)CSc1nnc(-c2ccncc2)n1Cc1ccccc1 (configuration not stated)	10.5%	20.2%	-17.9%	3.1%	i	4.3%	0.0%	16.4%	-42.0%
Cc1ccccc1NC(=S)C1=C(O)c2sccc2N(C)S1(=O)=O	-24.1%	8.8%	-19.3%	2.3%	i	-6.9%	1.9%	21.9%	0.7%
CCCNC(=O)c1c(NC(=O)c2ccccc2)sc2c1CCC(C(C)(C)C)C2 (configuration not stated)	-3.4%	.	10.2%	.	i	-1.3%	0.4%	-1.7%	3.3%
CC(=O)N1CCc2cc(Br)cc(S(=O)(=O)N3CCC(C(=O)O)CC3)c21	8.9%	18.3%	4.2%	?	i	-0.2%	-0.9%	3.7%	0.4%
CC1CCCCN1C(=S)NCCc1ccccc1 (configuration not stated)	?	-0.7%	64.3%[activator]	-4.4%	i	4.2%	0.1%	9.2%	-4.2%
C/C(=N/NC(=O)CCc1ccccc1)c1ccco1	7.8%	6.1%	9.0%	-1.4%	i	-7.4%	-0.1%	-5.2%	-4.5%
CCCN(CCC)Cc1c(C(=O)N/N=C/c2ccco2)nnn1-c1nonc1N	-16.9%	8.1%	5.4%	-1.6%	i	-3.7%	0.6%	-19.8%	-18.7%
CC(=O)N(C)c1ccc(N2CCOCC2)c2c1C(=O)c1ccccc1C2=O	-20.9%	3.5%	-17.2%	-6.5%	i	?	-0.5%	?	-47.9%
O=C(c1ccccc1)N1CCN(Cc2ccccc2C(F)(F)F)CC1	-2.6%	-3.6%	-19.2%	14.6%	i	-1.7%	-0.2%	-23.1%	-12.6%
COc1ccc(OC)c(NC(=O)CCCN2C(=O)C3C4C=CC(C4)C3C2=O)c1 (configuration not stated)	7.4%	2.0%	-1.2%	23.9%	i	-2.2%	0.2%	-19.9%	-1.4%
CS(=O)(=O)Nc1cccc(C2=NN(C(=O)CCC(=O)O)C(c3cccs3)C2)c1 (configuration not stated)	8.7%	-3.0%	.	18.4%	i	0.0%	0.1%	-2.8%	-13.3%
O=C(O)CC12CC3CC(C1)CC(n1ncc(NCC4CCCO4)c(Cl)c1=O)(C3)C2 (configuration not stated)	-4.2%	1.9%	4.8%	2.8%	i	-0.1%	-0.8%	-7.2%	8.5%
CC(C)[C@H](NC(=O)Nc1ccc(Oc2ccccc2)cc1)C(=O)O	7.3%	-2.5%	10.2%	-3.9%	i	-8.6%	4.4%	20.7%	-1.6%
O=C(CN1CCN(c2ccccc2)CC1)Nc1ccc(OCc2ccccc2)cc1	?	-0.4%	-6.5%	12.2%	i	-7.4%	0.7%	?	-3.7%

An excerpt from above, reduced to ATXN2 expr inh, TGFb inhibitor and MCF10A rereplic:
| Molecule | ATXN2 expr inh | TGFb inhibitor | MCF10A rereplic |
| --- | --- | --- | --- |
| COCCNCC#CCOc1ccc(OC)cc1 | 5.2% | 3.7% | ? |
| O=C(CCc1nc(-c2ccccc2Cl)no1)NC1CCCC1 | -1.1% | -0.7% | 0.5% |
| CC(=O)N1CCc2cc(Br)cc(S(=O)(=O)N3CCC(C(=O)O)CC3)c21 | 4.2% | 3.7% | ? |
| C/C(=N/NC(=O)CCc1ccccc1)c1ccco1 | 9.0% | -5.2% | -1.4% |
| CC(C)C(C)(C#N)NC(=O)CSc1nnc(-c2ccncc2)n1Cc1ccccc1 (configuration not stated) | -17.9% | 16.4% | 3.1% |

Going on with the list.
SMILES	Nrf2 inh	EPAC2 antagonist	ATXN2 expr inh	MCF10A rereplic	ATXN viability	A549 viability	Nrf2 ARE act	TGFb inhibitor	HepG2 viability
O=C(Nc1nnc(CCc2ccccc2)s1)c1ccccc1F	12.4%	12.4%	38.8%	-8.1%	i	-3.4%	4.0%	-0.8%	3.3%
COCc1cc(=O)n2[nH]cc(-c3ccccc3)c2n1	4.9%	8.3%	11.2%	?	i	-3.5%	1.9%	-11.6%	-9.1%
O=C(NCc1cccc2[nH]ccc12)C1CCC(=O)N(CCc2ccc(Cl)cc2)C1 (configuration not stated)	5.3%	9.5%	3.5%	-0.9%	i	1.1%	0.2%	6.1%	0.3%
O=C(CN(Cc1ccc(F)cc1)C(=O)CCC(=O)Nc1nccs1)NCC1CCCO1 (configuration not stated)	-6.6%	-5.9%	7.5%	-1.8%	i	2.5%	0.2%	-0.3%	-10.7%
Cc1ccc2c(=O)cc(C(=O)Nc3sc4c(c3C(N)=O)CCCC4)oc2c1	4.1%	.	-2.6%	.	i	1.6%	0.6%	4.4%	10.1%
CCCCN(c1ccccc1)c1ncnc(N)c1[N+](=O)[O-]	.	0.0%	15.5%	-5.8%	i	-5.2%	-0.1%	-5.8%	5.5%
COc1ccc(Nc2ccc3cc(S(=O)(=O)N4CCCC4)ccc3n2)cc1Cl	25.9µM*	.	-37.2%	.	i	-25.1%	4.0%	-4.9%	-13.1%
Cc1ccc2nc(=O)c(NNc3ccccc3)cnc2c1	-7.9%&-1.0%	-15.7%	.	-1.1%	?	?	5.1%	-14.5%&-16.0%	-2.9%&-0.2%
CN(C)CCN(C(=O)C1CCN(S(=O)(=O)c2cccs2)CC1)c1nc2ccc(F)cc2s1	10.2%	2.3%	16.2%	-3.0%	i	-0.9%	2.8%	6.4%	3.1%
CN(c1ccccc1)S(=O)(=O)c1cccc(C(=O)NC2CCCC2)c1	-17.4%	-2.1%	-6.3%	-4.0%	?	1.0%	0.2%	8.0%	-2.1%
CC(=O)Nc1ccc(SCC(=O)N(C)CC(=O)Nc2ccccc2Cl)cc1	-1.2%	-2.2%	-6.7%	1.7%	i	-0.5%	0.5%	26.9%	-10.2%
OC[C@H]1O[C@@H](Oc2ccc(O)cc2)[C@H](O)[C@@H](O)[C@@H]1O	1.1%	-8.6%	7.9%&9.5%	5.3%	i	-1.8%	0.6%	5.0%	-3.6%
COC(=O)c1sc(NC(=O)C(C)C)c(C(=O)OC)c1C	-12.9%	8.8%	2.4%	1.6%	i	-1.0%	-0.2%	7.8%	3.5%
O=C(c1ccco1)N1CCN(C(=O)c2cnn(-c3cccc(F)c3)c2C2CCNCC2)CC1	?	3.9%	1.2%&3.3%	0.9%	i	-4.6%&-6.8%	-0.5%&-0.4%	11.1%&6.1%	11.4%&-15.8%
COc1ccc(S(=O)(=O)NC2(C(F)(F)F)N=C(c3ccccc3)NC2=O)cc1 (configuration not stated)	-25.7%	-2.5%	.	?	i	-11.5%	-0.3%	-1.7%	1.0%
CCN(C(=O)Cn1c(=O)n(-c2cc(OC)c(OC)c(OC)c2)c(=O)c2ccccc21)c1cccc(C)c1	3.5%	17.5%	-7.9%	6.6%	i	-4.7%	0.3%	?	-13.7%
CC(C)[C@H](NC(=O)c1ccc(C(C)(C)C)cc1)C(=O)N1CCN(Cc2ccc3c(c2)OCO3)CC1	20.6µM*	-17.8%	?	18.4µM*	i	?	1.8%	?	-16.2%
CC(C)(C)C(=O)N(Cc1ccc(Cl)cc1)c1cnccn1	18.4µM*	-9.9%	.	5.5%	?	-1.2%	0.1%	-17.3%	-13.9%
Cc1cc(=O)oc2c(C)c(OCC(=O)N3CC[C@@]4(O)CCCC[C@H]4C3)ccc12	-18.4%	-14.6%	-8.9%	-12.2%	i	3.9%	-0.7%	17.6%	-17.7%
COC(=O)c1cc2c(ccn2-c2ccc(F)cc2)n1CC(=O)C(C)(C)C	-22.2%	4.8%	.	-16.0%	i	15.4%	-0.2%	-3.4%	-13.3%
Cn1nc(C(F)(F)F)c(-c2ccc(Br)cc2)c1NC(=O)Nc1ccc(F)cc1F	?	-13.5%	?	20.6µM*	i	?	8.2%	?	-5.5%
O=C(COc1ccc2c(c1)CCC2)N1CCN(c2ccccc2F)CC1	-7.3%	2.5%	-6.9%	-2.5%	?	-5.9%	-0.8%	11.8%	9.1%
O=C(Nc1ccc(Br)cc1)c1cccc(-n2cnnn2)c1	-14.6%	-2.6%	-2.6%	?	i	-5.7%	2.0%	-15.5%	-13.9%
CC(C(=O)NC1CCCCC1)N1CCN(S(=O)(=O)c2cccs2)CC1 (configuration not stated)	-7.1%	4.3%	12.9%	-0.8%	i	3.4%	-1.7%	-12.6%	-10.0%
Cc1c(NC(=S)NC(=O)c2cccc(Cl)c2)c(=O)n(-c2ccccc2)n1C	-1.3%	-10.5%	.	1.9%	?	2.2%	4.2%	-3.0%	-25.4%

Another view of some results above:
| SMILES | Nrf2 inh | EPAC2 antagonist | ATXN2 expr inh | MCF10A rereplic | ATXN viability | A549 viability | Nrf2 ARE act | TGFb inhibitor | HepG2 viability |
| --- | --- | --- | --- | --- | --- | --- | --- | --- | --- |
| O=C(COc1ccc2c(c1)CCC2)N1CCN(c2ccccc2F)CC1 | -7.3% | 2.5% | -6.9% | -2.5% | ? | -5.9% | -0.8% | 11.8% | 9.1% |
| O=C(Nc1ccc(Br)cc1)c1cccc(-n2cnnn2)c1 | -14.6% | -2.6% | -2.6% | ? | i | -5.7% | 2.0% | -15.5% | -13.9% |
